Screening results as filed in PubChem BioAssay.
TbPYK inhibitor – blocks Trypanosoma brucei pyruvate kinase. 410,000 compounds, 0.12% hits. Potency, µM (top dose mostly 76.8 µM), for the others: top-dose activity, negative = inhibition, most hits filed as inhibitors. AID 624173. TbPYK enzyme, Kinase-Glo Plus ATP luminescence, 45 min; further: nearly all actives have a fitted effect of over 50% in size
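TbPYK + substrate in 50 mM TEA pH 7.2, 100 mM KCl, 10 mM MgCl2, 0.05% BSA, 0.01% Tween-20; cpd pinned; ADP 130 uM final; 45 min RT; Kinase-Glo Plus 10 min; luminescence endpoint.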
Pf growth 48h – inhibits P. falciparum growth in the first generation, 48 h. P. falciparum luciferase growth in erythrocytes, 48 h. 310,000 compounds, 5.9% hits. Potency, µM (top dose mostly 28.7 µM), for inactives: at the top dose activity change, negative = inhibition, usual class: inhibitors. AID 504832
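Luciferase-expressing P. falciparum in infected erythrocytes (2% hematocrit, 0.1% parasitemia final) in RPMI 1640/0.5% Albumax were exposed to compound for 48 hours at 37 C, 5% CO2; growth read as luminescence.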
Pf growth 96h – P. falciparum growth inhibition at 96 hour, primary screen for plastid delayed-death inhibitors; P. falciparum luciferase reporter growth, 96 h; Potency, µM (top dose mostly 28.7 µM), inactives show top-dose activity change, negative = inhibition, hits mostly inhibitors; 320,000 compounds, 6.9% hits
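Cell-based qHTS: luciferase-tagged P. falciparum in erythrocytes (2% hematocrit, 0.05% parasitemia final) incubated with compounds for 96 hours, 37 C, 5% CO2; luciferase detection reagent then added and luminescence measured.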
Sm TGR block – S. mansoni TGR enzyme inhibition. AID 485364. Potency, µM (top dose mostly 114 µM), inactives show top-dose activity change, negative = inhibition, hits mostly inhibitors. purified TGR, DTNB reduction, TNB absorbance 405 nm. Q962Y6. 360,000 compounds, 3% hits; further: nearly all actives have a fitted effect of over 60% in size
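First, TGR (20 nM dispensed) and NADPH were mixed with compound. Second, a 15 min room-temperature incubation followed. Third, further NADPH and then DTNB were added to start the reaction. Finally, TNB absorbance was monitored kinetically.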
LmPK inh – blocks Leishmania mexicana pyruvate kinase activity | Q27686 | purified LmPK, Kinase-Glo ATP luminescence, 1 h | Potency, µM (titrated, usually from 57.5 µM), inactives show at the highest dose activity change, negative = inhibition, hits mostly inhibitors | 290,000 compounds, 0.37% hits | AID 1721
Target sequence (Q27686 whole entry, looked up): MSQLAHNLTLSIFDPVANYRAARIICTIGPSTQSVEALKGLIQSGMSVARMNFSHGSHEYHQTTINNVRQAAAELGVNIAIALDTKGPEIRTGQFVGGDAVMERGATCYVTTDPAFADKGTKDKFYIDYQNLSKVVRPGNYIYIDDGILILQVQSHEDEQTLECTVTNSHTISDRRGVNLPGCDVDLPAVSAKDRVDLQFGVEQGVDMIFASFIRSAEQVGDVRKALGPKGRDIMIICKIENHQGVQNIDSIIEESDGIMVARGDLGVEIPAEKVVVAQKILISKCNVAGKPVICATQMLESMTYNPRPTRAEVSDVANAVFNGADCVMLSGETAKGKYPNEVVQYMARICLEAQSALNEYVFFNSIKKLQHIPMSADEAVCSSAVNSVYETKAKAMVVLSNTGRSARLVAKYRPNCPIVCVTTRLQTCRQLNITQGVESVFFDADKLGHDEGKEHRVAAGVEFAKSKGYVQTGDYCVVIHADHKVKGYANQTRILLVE
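In 50 mM imidazole pH 7.2 with 7 mM MgCl2, LmPK (0.1 nM) turned over PEP (0.5 mM) and ADP (0.1 mM) for 1 h at room temperature. Luciferase read-out of ATP.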
HCV inh – HCV inhibition | Potency, µM (highest dose often 41.8 µM), inactives show at the highest dose activity change, negative = inhibition, actives largely listed as inhibitors | AID 651820 | Huh7.5.1 HCVcc-Cre infection, luciferase reporter, 44 h | 340,000 compounds, 3.4% hits
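Seed cells (1,000/well) for 4 h; treat with compound and infect with HCVcc-Cre, moi about 0.5. Incubate 44 h, then detect luciferase activity.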
The depositor's hits bear a star; ? = inconclusive; . = no result given; & = joins results of further samples; [ ] = dose if it differs, or a comment. The call rests on the fitted dose curve; in most records, active means well fitted curve in the direction sought with a large enough effect; inconclusive means small, poorly fitted or top-dose-only effect, or another doubt; inactive means no such curve, though single readings can be large; an effect the other way counts as inactive or inconclusive. On the % scale 0 is the no-effect control and ±100 the full control effect; potency means the concentration at half of the fitted maximal effect.

Keys – A = TbPYK inhibitor; B = Pf growth 48h; C = Pf growth 96h; D = Sm TGR block; E = LmPK inh; F = HCV inh
structure: CCOc1ncccc1C(=O)Nc1cc(S(=O)(=O)N2CCCCC2)ccc1Cl
  A = 1%	B = ?	C = 0.83µM*	D = -2%	E = .	F = 14%
structure: Oc1[nH]c2ccc(Br)cc2c1N=NC(=S)Nc1ccc(F)cc1
  A = -6%	B = ?	C = ?	D = -2%	E = -4%	F = ?
structure: Cc1ccnc2nc(C(=O)NCc3ccccc3)nn12
  A = 0%	B = 12%	C = 25%	D = 4%	E = 3%	F = -1%
structure: O=C(NCCNC(=O)c1ccccn1)c1ccc(F)cc1
  A = 6%	B = 31%[activator]	C = 54%[activator]	D = 9%	E = 3%	F = 9%
structure: CNc1c(N=Cc2cccnc2)c(=O)n(C)c(=O)n1C
  A = -4%	B = 18%	C = -21%	D = -3%	E = -5%	F = 42%[activator]
structure: CCOc1ccccc1N1CCN(C(=O)CC(C)(C)C)CC1
  A = 3%	B = -26%	C = ?	D = -1%	E = -1%	F = 16%
structure: CC1=NN(c2ccccc2)C(=O)C1N=Nc1ccc(N)cc1 (stereo not given)
  A = -16%	B = -15%	C = ?	D = -17%	E = -15%	F = ?
structure: CCCc1cc(=O)n2[nH]c(NCc3c(Cl)cccc3Cl)nc2n1
  A = 2%	B = -12%	C = .	D = 4%	E = 2%	F = 12%
structure: O=[N+]([O-])c1ccc2ccn(C3OCC(O)C(O)C3O)c2c1 (stereo not given)
  A = 9%	B = 12%	C = 1%	D = .	E = 1%	F = 16%
structure: CC1(C)NC(C)(C)c2nonc2/C1=N\O
  A = 2%	B = 15%	C = .	D = ?	E = -8%	F = 6%
structure: N#Cc1cccc(NC(=O)CNc2cc(S(=O)(=O)N3CCOCC3)ccc2N2CCCC2)c1
  A = 2%	B = -9%	C = ?	D = 0%	E = .	F = 4%
structure: O=C(NC1CCN(CC(=O)N(c2ccccc2)c2ccccc2)CC1)c1ccc([N+](=O)[O-])cc1
  A = 2%	B = 39%[activator]	C = 8%	D = 4%	E = -4%	F = ?
structure: O=C(C1CCCCC1)N1CCN(c2ccnc3cc(Cl)ccc23)CC1
  A = -11%	B = 1.9µM*	C = 3.3µM*	D = 4%	E = 4%	F = ?
structure: CCOC(=O)C1CCN(S(=O)(=O)c2cc(Cl)c(C)cc2OC)CC1
  A = -19%	B = 7%	C = 1%	D = 1%	E = 6%	F = 20%
structure: CCOCCOC(=O)COc1ccc2c(-c3ccccc3)cc(=O)oc2c1
  A = -14%	B = 20%	C = 14%	D = 8%	E = 4%	F = 42%[activator]
structure: COc1cccc(C2C(C(=O)c3sc(C)nc3C)=C(O)C(=O)N2CCN2CCOCC2)c1 (stereo not given)
  A = 1%	B = ?	C = .	D = -16%	E = 1%	F = 3%
structure: C[N+](C)(C)CC(=O)O
  A = -5%&-11%	B = -1%	C = 1%	D = -1%	E = .	F = 9%
structure: Cc1ccccc1-n1c(SCc2cc(=O)n3ccccc3n2)nc2[nH]ncc2c1=O
  A = -1%	B = ?	C = 13µM*	D = 0%	E = -2%	F = -12%
structure: COc1ccc(Cc2nnc(SCC(=O)c3ccc4c(c3)NC(=O)CO4)o2)cc1
  A = -6%	B = ?	C = -6%	D = -1%	E = .	F = -10%
structure: CC(C)=CC(=O)OCC(=O)Nc1cc(C)ccc1C
  A = -8%	B = 1%	C = 16%	D = -8%	E = 1%	F = 18%
structure: COc1ccc(COC(=O)NC(C(=O)O)c2ccccc2)cc1 (stereo not given)
  A = 1%	B = -26%	C = 82%[activator]	D = -1%	E = .	F = 5%
structure: Cc1ccccc1-n1nc(C(=O)O)cc1-c1ccccc1
  A = 1%	B = .	C = -11%	D = 9%	E = -1%	F = 10%
structure: CCCN(CC(=O)Nc1ccccc1C)C(=O)c1cc(C)oc1C
  A = -4%	B = -20%	C = -8%	D = 4%	E = .	F = 1%
structure: CCOC(=O)N1CCN(C(=O)CCCn2c(=S)[nH]c3ccc(Br)cc3c2=O)CC1
  A = -9%	B = ?	C = 3%	D = 0%	E = 0%	F = -9%
structure: O=C(OCc1ccc(F)cc1)c1cc(=O)c2ccccc2o1
  A = 0%	B = 17%	C = 25%	D = 81%[activator]	E = 2%	F = 21%
structure: O=c1c2cc(Br)ccc2[nH]c(=S)n1Cc1cccnc1
  A = 0%	B = 53%[activator]	C = ?	D = 3%	E = 2%	F = 1%
structure: CN(C)c1ccc(CN(Cc2ccco2)C(=O)c2ccco2)cc1
  A = 1%	B = -8%	C = 34%[activator]	D = -10%	E = 7%	F = -23%
structure: Cc1ccc(N=Cc2c(O)n(-c3nccs3)c(=O)c3ccccc23)c(C)c1
  A = 2%	B = 9%	C = -7%	D = -1%	E = 1%	F = 13%
structure: CCN(CC)S(=O)(=O)c1cc(C(=O)NC2=NCCS2)ccc1Cl
  A = 2%	B = .	C = 0%	D = 13%	E = 9%	F = -20%
structure: Cc1ccc(CNc2ccc3nnc(-c4ccccc4)n3n2)cc1
  A = -9%	B = ?	C = ?	D = 0%	E = 2%	F = 17%
structure: O=C(O)c1ccc(Nc2ncnc3ccccc23)cc1
  A = -3%	B = 31%[activator]	C = 9%	D = -10%	E = -8%	F = 9%
structure: O=C(NCCc1ccccc1)C(=O)Nc1nccs1
  A = -12%	B = 92%[activator]	C = 33%[activator]	D = -9%	E = -1%	F = 0%
structure: O=C(/C=C/c1ccccc1)NC(NC(=S)Nc1ccc(Cl)cc1Cl)C(Cl)(Cl)Cl (stereo not given)
  A = -28%	B = ?	C = 21%	D = ?	E = 5%	F = 10µM*
structure: Cc1cccc(OCC(=O)NCCNC(=O)c2ccco2)c1
  A = -6%	B = 6%	C = -21%	D = -3%	E = -5%	F = -6%
structure: O=C1C2CCCN2C(=O)N1CCN1CCN(c2ccccc2)CC1 (stereo not given)
  A = -5%	B = -16%	C = -3%	D = 2%	E = -2%	F = 16%
structure: CCCCn1c(SCC(=O)c2ccc(OCC)cc2)nc2cc(S(N)(=O)=O)ccc21
  A = ?	B = .	C = -8%	D = 0%	E = 1%	F = -21%
structure: CCn1c(CNC(=O)c2ccco2)nnc1SCCOc1ccccc1
  A = 1%	B = 1%	C = ?	D = -16%	E = -3%	F = -20%
structure: CCc1cc(=O)oc2cc(OCC(=O)N3C[C@H]4C[C@@H](C3)c3cccc(=O)n3C4)c(Cl)cc12
  A = -5%	B = -15%	C = 12%	D = -2%	E = -5%	F = 22%
structure: Cc1cccc(Nc2nc3ccccc3s2)c1C
  A = -2%	B = 240%[activator]	C = 111%[activator]	D = -1%	E = -11%	F = -20%
structure: O=C(NCCc1c[nH]c2ccccc12)C1CCN(S(=O)(=O)c2ccccc2F)CC1
  A = -8%	B = ?	C = ?	D = 0%	E = 5%	F = -17%
structure: CC(C)CN(C(=O)COC(=O)c1ccc2c(c1)NC(=O)CS2)C1CCS(=O)(=O)C1 (stereo not given)
  A = -20%	B = -9%	C = -37%	D = -20%	E = 5%	F = -6%
structure: O=C(CSCc1ccccc1)Nc1cccc(F)c1
  A = ?	B = 76%[activator]	C = ?	D = 6%	E = 1%	F = 1%
structure: N/C(=N\OC(=O)Nc1ccccc1)c1ncc([N+](=O)[O-])s1
  A = -16%	B = ?	C = ?	D = -22%	E = 6%	F = 13µM*
structure: COc1ccc(Cl)cc1NC(=O)C(C)OC(=O)Cn1cc(C(F)(F)F)ccc1=O (stereo not given)
  A = 0%	B = -4%	C = 12%	D = -9%	E = .	F = ?
structure: CC(=O)c1ccc(NC(=O)CN2CCN(S(=O)(=O)c3ccc4ccccc4c3)CC2)cc1
  A = -10%	B = ?	C = -19%	D = -1%	E = .	F = ?
structure: CCOC(=O)C/C(N)=N/N(C)c1ncc(C(F)(F)F)cc1Cl
  A = -3%	B = -12%	C = -14%	D = 18%	E = -1%	F = 6%
structure: Cc1cc(C(=O)NCC2CCCO2)sc1C (stereo not given)
  A = -2%	B = 51%[activator]	C = 46%[activator]	D = -7%	E = .	F = 20%
structure: COc1cc2cc(C(C)(C)O)oc(=O)c2cc1OC
  A = 2%	B = 27%	C = 33%[activator]	D = -5%	E = .	F = ?
structure: Cc1c(NC(=O)CSc2nnc(COc3ccccc3)n2-c2ccccc2)c(=O)n(-c2ccccc2)n1C
  A = 2%	B = 2%	C = ?	D = 3%	E = -2%	F = 3%
structure: Cc1cc(C)c(NC(=O)COC(=O)C2CCN(c3ccc(C(F)(F)F)cn3)CC2)c(Cl)c1
  A = 2%	B = -12%	C = 27%	D = 0%	E = .	F = 1%

Three successive entries from above, for reference:
Keys – A = TbPYK inhibitor; B = Pf growth 48h; C = Pf growth 96h; D = Sm TGR block; E = LmPK inh; F = HCV inh
structure: O=C(NCCc1ccccc1)C(=O)Nc1nccs1
  A = -12%	B = 92%[activator]	C = 33%[activator]	D = -9%	E = -1%	F = 0%
structure: O=C(/C=C/c1ccccc1)NC(NC(=S)Nc1ccc(Cl)cc1Cl)C(Cl)(Cl)Cl (stereo not given)
  A = -28%	B = ?	C = 21%	D = ?	E = 5%	F = 10µM*
structure: Cc1cccc(OCC(=O)NCCNC(=O)c2ccco2)c1
  A = -6%	B = 6%	C = -21%	D = -3%	E = -5%	F = -6%

2 of the compounds above, tab-delimited:
SMILES	TbPYK inhibitor	Pf growth 48h	Pf growth 96h	Sm TGR block	LmPK inh	HCV inh
Cc1c(NC(=O)CSc2nnc(COc3ccccc3)n2-c2ccccc2)c(=O)n(-c2ccccc2)n1C	2%	2%	?	3%	-2%	3%
Cc1cc(C)c(NC(=O)COC(=O)C2CCN(c3ccc(C(F)(F)F)cn3)CC2)c(Cl)c1	2%	-12%	27%	0%	.	1%

Next section:
Keys – A = TbPYK inhibitor; B = Pf growth 48h; C = Pf growth 96h; D = Sm TGR block; E = LmPK inh; F = HCV inh
structure: CC1CN(Cc2ccccc2)C(C)CC1O (stereo not given)
  A = -10%	B = 10%	C = 1%	D = -11%	E = -8%	F = 23%
structure: Cc1oc(-c2ccccc2)nc1C(=O)OCC(=O)NC(=O)NCC(C)C
  A = -6%	B = 2%	C = -19%[5.75 µM]	D = ?	E = -14%	F = ?
structure: C#CCNC(=O)C1=C[C@H](c2ccc(Br)cc2)C[C@H](OCCCCO)O1
  A = 0%	B = ?	C = ?	D = 16µM*	E = 5%	F = 1%
structure: O=S(=O)(c1ccc(Cl)nc1)N1CCCc2ccccc21
  A = 0%	B = 3%	C = 34%[activator]	D = 11%	E = 3%	F = 2%
structure: O=C(Nc1nc(-c2ccccn2)cs1)c1ncc(Cl)c(Cl)c1Cl
  A = -23%	B = ?	C = 13µM*	D = -1%	E = 5%	F = -10%
structure: O=C1OC2(CCCCC2)CC2=C1C1O[C@](c3ccsc3)(Cc3c1ccc1ccccc31)O2
  A = .	B = 31%[activator][5.75 µM]	C = ?	D = ?	E = -8%[11.5 µM]	F = .
structure: COC(=O)C(NC(=S)N1CC2C[C@@H](C1)Cn1c2cccc1=O)C(C)C (stereo not given in full)
  A = -5%	B = -8%	C = ?	D = -8%	E = -1%	F = 6%
structure: COc1cc(/C=C/C(O)=C/C(=O)/C=C/c2ccc(O)cc2)ccc1O
  A = 2%	B = 12µM*	C = ?	D = -28%	E = .	F = ?
structure: COc1ncnc2c1oc1ccccc12
  A = -2%	B = 128%[activator]	C = 4.7µM*	D = 8%	E = -5%	F = 17%
structure: COc1cccc(CNC(=O)COC(=O)CCS(=O)(=O)c2ccc(C)cc2)c1
  A = 0%	B = 11%	C = 8%	D = -3%	E = .	F = 17%
structure: O=C(c1ccco1)N1CCN(c2cc(=O)n(-c3ccc(Cl)cc3)c(=O)[nH]2)CC1
  A = -5%	B = 7%	C = 17%	D = 58%[activator]	E = 5%	F = 12%
structure: COc1ccc(C(=O)Nc2cc3c4c(c2)CC(=O)N4CCC3)cc1
  A = 6%	B = -7%	C = -4%	D = -10%	E = .	F = 2.2µM*
